Growth percent in the NCI-60 one-dose screen (48 h, 10 µM unless noted): 100 = growth as untreated, 0 = no growth, -100 = all killed.
MDA-MB-435: MDA-MB-435 melanoma. actives 7.8% (n = 82,000). AID 1794794
K-562: K-562 leukemia; actives 7.4% (n = 78,000)
MDA-MB-468: MDA-MB-468 breast cancer. actives 8.5% (n = 78,000). AID 2202374
MOLT-4: MOLT-4 leukemia cells | actives 6.9% (n = 80,000) | AID 1794779
RPMI-8226: RPMI-8226 leukemia cells; actives 7.5% (n = 77,000)
SR: SR leukemia cells; actives 8.7% (n = 73,000); AID 1794780
MDA-MB-231: MDA-MB-231 breast cancer. actives 5% (n = 81,000). AID 1794789
MCF7: MCF7 breast cancer; AID 1794796; actives 6.3% (n = 82,000)
* marks the source's active call; other numbers are inactive results; · = no result given; & = joins results of further samples; [ ] = dose if it differs, or a comment. Rule for the calls: active = growth percent below 10; inactive = the rest.

SMILES	MDA-MB-435	K-562	MDA-MB-468	MOLT-4	RPMI-8226	SR	MDA-MB-231	MCF7
O=c1c(/C=N/Nc2nc(-c3ccccc3)cs2)coc2ccc(F)cc12	108	105	110	111	109	110	86	85
CC1(C)NC2=C(C(Nc3cccnc3)N1)C(c1ccc(Br)cc1)C(C(=O)c1ccc(N=[N+]=[N-])cc1)O2 (stereo not drawn)	104	98	129	104	100	114	93	99
Cc1cc(O)c(N=Nc2ccc(C(=O)O)cc2)cc1C	97	93	120	83	92	73	96	85
C[C@H]1O[C@H](O[C@H]2[C@H](O)[C@@H](O)[C@@H](O[C@H]3[C@H](O)[C@@H](O)C(O)O[C@@H]3CO)O[C@@H]2CO)[C@H](O)[C@@H](O)[C@@H]1N[C@H]1C=C(CO)[C@@H](O)[C@H](O)[C@H]1O (stereo partly drawn)	104	104	117	99	109	·	102	·
O=C(Nc1ccc(F)cc1)Nc1ccccc1CNc1nc(Nc2ccc(OCCN3CCCC3)cc2)ncc1Cl	16	3.0*	-44*	14	-4.9*	2.1*	-31*	33
CC(=O)Oc1cccc(C2OCC(C)O2)c1 (stereo not drawn)	101	109	97	107	105	103	109	107
CCN(CC)CC(O)Cc1ccc(OC)cc1 (stereo not drawn)	102	101	98	96	108	104	105	111
CCOc1ccc2c(c1)CN(Cc1ccc(Cl)cc1)CO2	65	57	57	83	43	42	35	59
CC(=O)Oc1ccc(I)cc1C(=O)O	102	109	102	99	104	101	92	95
O=C(Nc1cccc2cccnc12)c1cc(C(=O)c2ccc(Cl)cc2)n2ccccc12	95	101	93	118	109	123	95	92
COc1cccc(/C=N/Nc2nc3ccccc3s2)c1OC	91	51	80	74	75	46	86	63
Cn1cccc1-c1cc(-c2ccc(Br)cc2)n(C(=S)Nc2ccc(F)cc2)c(=O)c1C#N	65	40	100	43	139	148	91	91
N#Cc1c(N)nnn1Cc1cc(=O)oc2ccc3ccccc3c12	93	83	85	90	95	93	83	93
C[N+]1(CC2CO2)CCCCCC1 (stereo not drawn)	102	119	103	112	103	106	116	107
CN1CC(c2ccc([N+](=O)[O-])cc2)C(C(=O)c2ccc(O)cc2)C12C(=O)c1ccccc1C2=O (stereo not drawn)	109	104	116	103	101	104	94	122
Nc1nc(C(=O)N/N=C/c2cccnc2)nn1-c1ccc(S(N)(=O)=O)cc1	104	102	103	108	99	86	91	101
COC(=O)C(Br)C(OC)c1ccc(OC)c(OC)c1 (stereo not drawn)	107	101	107	101	104	114	100	98
O=c1/c(=C/Nc2ccc(Cl)cc2)sc2ncnn12	92	76	106	98	111	112	102	77
O=S(O)c1cc(Cl)cc(Cl)c1OCc1ccccc1	107	106	84	101	93	93	107	100
C=C(C)[C@@H]1CC[C@]2(c3nnc(-c4ccncc4)o3)CC[C@]3(C)[C@H](CC[C@@H]4[C@@]5(C)CCC(=O)C(C)(C)[C@@H]5CC[C@]43C)[C@@H]12	98	87	82	91	78	88	91	90
Nc1nc[nH]c(=O)c1N=Cc1ccccc1	102	103	·	101	·	114	104	94
Nc1c(Br)cc2c(c1Br)C(=O)c1ccccc1C2=O	113	96	108	96	108	100	107	89
CCN1C(=O)/C(=c2\sc3n(c2=O)NC2C(N=3)N(C)C(=O)N2C)c2ccccc21 (stereo not drawn)	95	90	105	102	101	93	93	84
O=C(c1ccccc1)C1CC1c1ccccc1 (stereo not drawn)	100&104	103&91	110&100	106&90	102&102	104&111	105&104	95&89
CCCCCCCCn1ccc2cc(NC(=O)Cn3cc(CN4CCCCC4)nn3)ccc21	-75*	-14*	-15*	8.5*	-59*	5.4*	-37*	9.3*

2 compounds drawn at random from those above, as already listed:
SMILES	MDA-MB-435	K-562	MDA-MB-468	MOLT-4	RPMI-8226	SR	MDA-MB-231	MCF7
CN1CC(c2ccc([N+](=O)[O-])cc2)C(C(=O)c2ccc(O)cc2)C12C(=O)c1ccccc1C2=O (stereo not drawn)	109	104	116	103	101	104	94	122
O=c1/c(=C/Nc2ccc(Cl)cc2)sc2ncnn12	92	76	106	98	111	112	102	77

Some of the entries so far, with values under each structure:
Values run as follows: MDA-MB-435	K-562	MDA-MB-468	MOLT-4	RPMI-8226	SR	MDA-MB-231	MCF7
> COC(=O)C(Br)C(OC)c1ccc(OC)c(OC)c1 (stereo not drawn)
→ 107	101	107	101	104	114	100	98
> O=c1/c(=C/Nc2ccc(Cl)cc2)sc2ncnn12
→ 92	76	106	98	111	112	102	77
> O=S(O)c1cc(Cl)cc(Cl)c1OCc1ccccc1
→ 107	106	84	101	93	93	107	100

Of the compounds above, these have a COOH group:
SMILES	MDA-MB-435	K-562	MDA-MB-468	MOLT-4	RPMI-8226	SR	MDA-MB-231	MCF7
Cc1cc(O)c(N=Nc2ccc(C(=O)O)cc2)cc1C	97	93	120	83	92	73	96	85
CC(=O)Oc1ccc(I)cc1C(=O)O	102	109	102	99	104	101	92	95

Later entries.
SMILES	MDA-MB-435	K-562	MDA-MB-468	MOLT-4	RPMI-8226	SR	MDA-MB-231	MCF7
COc1ccc(/C=c2\[nH]c3nc4sc(C)c(C)c4c(=O)n3c2=O)cc1	92	94	102	87	94	80	115	96
CC1(C)C(=O)NC(=O)N1CO	100	59	104	88	117	39	95	95
Cc1cc(N2CCC(N3CCCC3)CC2)nc(/N=C(\N)Nc2ccc(Cl)c(Cl)c2)n1	-99*	-44*	-81*	-20*	-37*	-54*	-58*	-45*
COc1ccc(/C=N/NC(=O)CSc2nc3sc4c(c3c(=O)n2-c2ccccc2)CCCCC4)cc1O	104	91	108	70	85	79	77	83
O=C1c2ccccc2OC=C(c2ccccc2)N1CCCCN1CCCCC1	67	16	-6.3*	61	24	65	74	39
Cc1cc(-n2cnc3c(=O)[nH]cnc32)ccc1N	90	94	98	110	104	94	99	94
Nc1cc(Cl)c(S(=O)(=O)O)cc1Cl	107&97	107&106	98&103	104&91	107&109	104&93	112&89	111&98
O=S(=O)(Nc1nccs1)c1ccc(Nc2nc(N3CCOCC3)c3ccccc3n2)cc1	105	113	82	103	99	104	102	93
NC(=O)n1nc(N)c(N=Nc2ccc(S(=O)(=O)N=C(N)N)cc2)c1N	105	107	87	105	102	88	104	97
O=c1[nH]c(NCc2ccccn2)nc2c3c(sc12)CCCC3	108	91	112	91	99	93	93	90
Cc1nn(-c2ccccc2)c(Oc2ccc(Br)cc2)c1/C=N/NC(=O)Cn1c(=O)sc2ccccc21	68	34	56	18	44	49	73	32
CC(C)N1C(=O)c2c(F)c(F)c(F)c(F)c2C1=O	98	85	107	99	97	84	93	95
CCCOC(=O)CSC#N	101	113	93	97	106	101	·	95
O=[N+]([O-])c1ccc(NC(=S)NNC(=S)Nc2ccc([N+](=O)[O-])cc2)cc1	91	51	86	90	103	104	92	89
CC1CCC(C(C)C)/C(=N/NC(=O)CC#N)C1 (stereo not drawn)	100	100	105	98	100	101	115	99
O=S(=O)(Oc1ccc(-c2cn3ccoc3n2)cc1)N1CCCCC1	102	101	94	101	109	95	112	92
Oc1ccc(Nc2nccc(-c3ccc(Cl)cc3)n2)cc1	94	·	42	55	67	·	64	55
COc1ccccc1NC(=O)/C(C=NC(=S)C(N)=S)=C(\C)O	107	·	108	·	91	·	102	104
COc1ccc(CSc2nc3ccc(Cl)cc3c(=O)n2-c2ccc(C)cc2)cc1	104	93	106	41	91	95	100	96
Oc1ccc2c(ccc3[nH]cnc32)c1	106	134	104	139	80	142	146	99
O=[N+]([O-])c1ccc(Oc2ccc(Br)cc2)c([N+](=O)[O-])c1	70	39	·	90	68	31	79	58
CCCCCCCCSC(=O)Nc1cccc2ccccc12	106	87	115	86	81	104	96	98
COc1cc(C(=O)N/N=C/c2cc3ccc(OCc4ccccc4)cc3nc2OC)cc(OC)c1OC	94	80	77	62	67	·	91	80
CCOC(=O)C1=C(C)NC(C)=C(C(=O)OC)C1c1cccc([N+](=O)[O-])c1 (stereo not drawn)	59	92	78	86	86	·	86	·
CC[C@@H](C(=O)[C@@H](C)[C@@H](O)[C@H](C)[C@@H]1O[C@@H]([C@@H](CC)C(=O)N(CC)CC)CC[C@@H]1C)C1O[C@]2(C=CC(=O)[C@]3(CC[C@@](C)([C@H]4CC[C@](O)(CC)[C@H](C)O4)O3)O2)[C@H](C)C[C@@H]1C (stereo partly drawn)	30	19	-13*	23	·	41	26	5.8*

Other entries follow:
SMILES	MDA-MB-435	K-562	MDA-MB-468	MOLT-4	RPMI-8226	SR	MDA-MB-231	MCF7
CC1Cc2c(N(C)C)ncnc2N2CCCc3cccc1c32 (stereo not drawn)	98	103	95	97	89	·	99	97
CSc1ccnc2cc(Cl)ccc12	105	104	88	·	116	90	97	72
COc1ccc(OC)c(C2C(C#N)=C(N)N(c3ccc(OC(F)(F)F)cc3)C3=C2C(=O)CC(C)(C)C3)c1 (stereo not drawn)	85	81	91	86	·	·	92	93
O=C1C(c2ccsc2)=C(c2c[nH]c3ccccc23)C(=O)N1O	115	·	107	88	92	92	83	93
O=C(C[C@]1(O)C(=O)Nc2ccc(Br)cc21)c1ccccc1	102	88	108	104	89	78	84	93
O=c1nc(N2CCCC2)oc2cc3ccccc3cc12	91[100 µM]	80[100 µM]	86[100 µM]	100[100 µM]	99[100 µM]	73[100 µM]	92[100 µM]	90[100 µM]
C[n+]1cccc2cccc(NC(=O)c3ccc4ccc5ccc(C(=O)Nc6cccc7cccnc67)nc5c4n3)c21	98	69	64	54	44	68	91	61
COc1cc(C2=Nc3c(N)ncnc3NC(c3cccc(Nc4ccnc5cc(C(F)(F)F)ccc45)c3)C2)cc(OC)c1OC (stereo not drawn)	64	17	68	37	17	29	66	38
COc1ccc(-c2ccn(CCC(=O)O)n2)cc1OC1CCCC1	108	105	93	105	110	104	101	95
COC(=O)c1cncc(C(=O)OC)c1	97	100	106	106	109	78	104	94
COc1cccc(-c2nn(-c3ccccc3)cc2-c2ccnc(NCCCNS(=O)(=O)c3ccc(C(F)(F)F)cc3)c2)c1	27	8.2*	-9.5*	-0.7*	13	-13*	6.9*	17
CN(C)c1ccc2cc(-c3cc4c(oc3=O)-c3ccccc3OC4O)c(=O)oc2c1 (stereo not drawn)	-24*	-56*	·	-65*	-9.4*	-13*	-40*	19
CS(=O)(=O)Nc1ccc(C(=O)N=Nc2c(O)[nH]c3ccc(Br)cc23)cc1	102	101	121	102	98	95	118	87
CCCCCCc1cc(C(=O)NN)c2ccccc2n1	103	118	98	104	117	100	104	91
COc1ccc(C2C(C#N)=C(N)Oc3c2sc2ccc(C)cc32)cc1 (stereo not drawn)	-26*	18	-13*	45	37	26	42	19
O=C1Nc2ccccc2C1=Nc1ccc(F)c(Cl)c1	102	·	102	·	103	·	98	96
O=C(CN1C(=O)NC(c2ccccc2)(c2ccccc2)C1=O)c1ccc(N2CCOCC2)cc1	·	94	102	84	102	83	93	93
CCOC(=O)c1sc(NC(=O)/C=C/c2ccccc2)nc1N1CCOCC1	109	·	112	125	99	104	127	94
NNC(=O)c1cc2ccccc2[nH]1	113	106	111	103	104	100	94	94
COc1ccc(C(CC(=O)O)c2cc(OC)c(OC)c(OC)c2)cc1OC (stereo not drawn)	99	111	103	99	102	95	·	93
CCN1C(=S)N(CC)C2C1N=C(SC)N2/N=C/C=C/c1ccccc1OC (stereo not drawn)	53	59	43	70	63	61	87	30
NC(CSCc1ccccc1)C(=O)Nc1ccc([N+](=O)[O-])cc1 (stereo not drawn)	109	79	100	85	99	79	132	97
Cn1cc(-c2nc(N)nnc2-c2cncc(Br)c2)c2ccccc21	106	87	104	87	93	77	92	94
CC(C)c1cc(-c2nc3ccccc3[nH]2)no1	108	87	107	75	106	62	100	95
NC(CS)C(=O)O (stereo not drawn)	109	100	108	99	99	94	93	97

Limited to MOLT-4 (two entries from above):
structure	MOLT-4
CS(=O)(=O)Nc1ccc(C(=O)N=Nc2c(O)[nH]c3ccc(Br)cc23)cc1	102
CCCCCCc1cc(C(=O)NN)c2ccccc2n1	104

Following part:
SMILES	MDA-MB-435	K-562	MDA-MB-468	MOLT-4	RPMI-8226	SR	MDA-MB-231	MCF7
CCOc1cccc(C(=O)Nc2ccc(-c3nc4ccccc4[nH]3)cc2)c1	102	88	103	91	92	83	105	101
COc1ccc(C2=C3C(=O)OCC3Cc3ncn(Cc4ccccc4)c32)cc1 (stereo not drawn)	107	103	94	123	56	·	100	102
O=C1[C@H]2Cc3c([nH]c4ccccc34)[C@H](c3ccc(Cl)cc3)N2C(=O)CN1C1CCN(CC2CCCCC2)CC1	62	6.8*	63	35	23	-5.7*	87	16
Clc1ccc2c(OCCCN3CCOCC3)c3oc4ccc(Cl)cc4c3nc2c1	94	75	86	62	93	67	79	90
O=C(O)c1cn(C2CC2)c2cc(N3CCN(C(=O)c4cc(-c5ccccc5)nc5ccccc45)CC3)c(F)cc2c1=O	97	95	98	95	·	67	87	105
COc1ccc(C(=O)OC2C(OC)OCC(O)C2O)cc1 (stereo not drawn)	115	102	114	89	109	71	101	100
CCOC(=O)[C@@H]1[C@H](c2ccc(OC)cc2)[C@H]([N+](=O)[O-])[C@H](c2cn(-c3ccccc3)nc2C)N1Cc1ccccc1	97	87	89	71	71	62	78	78
COc1ccc2nc(-n3nc(C)cc3C)c(-n3nc(C)cc3C)nc2c1	102	114	103	104	102	95	103	109
CCCCn1cnc2c(SCc3ccccc3F)nc(N)nc21	106	·	101	82	97	71	110	95
CC(C)C[C@H](CC(N)=O)CC(=O)N[C@@H](CC(=O)N1CCn2c(nnc2C(F)(F)F)C1)Cc1cc(F)c(F)cc1F	98	116	105	·	117	101	111	91
COc1ccc(-c2cc(-c3cc(OC)c(OC)c(OC)c3)c(C#N)c(N)n2)cc1OC	99	90	79	97	85	67	76	90
CN(C)CCN1C(=O)c2cccc3cccc(c23)C1=O	93	48	55	14	39	15	84	18

Bioassay records (PubChem)
